# Compound activity: PubChem BioAssay, several laboratories
# MEX-5 binding = C. elegans MEX-5 TCR-2 RNA binding activity; activity score (negative = inhibition of binding), % at 10 µM; Q9XUB2; hit rate 0.38% among 300,000; MEX-5/FITC-TCR2 RNA binding, fluorescence polarization; active compounds read low; AID 1832;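 active means inhibition past about -25% in most replicates, and total fluorescence under double the plate's negative control median, limit read from the data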;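 further: 0% = DMSO and -100% = 5 µM competing unlabeled TCR2 RNA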
# Bcl-xL primary = Bcl-xL (human) inhibition; Q07817; GST-Bcl-xL / FITC-Bim BH3 peptide fluorescence polarization; inhibition, % at 10.9 µM; hit rate 0.7% among 320,000;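 active means inhibition above the mean of all tested compounds plus 3 SD, cutoff set per campaign, cut at about 30% in these data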;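 further: 0% = DMSO wells and 100% = unlabeled Bim-BH3 peptide competitor; inhibitors lower millipolarization by displacing the labeled peptide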
# GRK2 inh = inhibitors of human GRK2 displacing RNA aptamer; P25098; bead flow cytometry, FAM-aptamer displacement from GRK2; hit rate 0.59% among 330,000; inhibition of aptamer binding, % at 10 µM;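 active means inhibition of aptamer binding above 40%, roughly 3 SD of noise, on plates passing a quality check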;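 further: median bead fluorescence of bound FAM aptamer so fluorescent compounds give negative values; no value below 0 was filed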
# Target sequence (P25098 whole entry, looked up): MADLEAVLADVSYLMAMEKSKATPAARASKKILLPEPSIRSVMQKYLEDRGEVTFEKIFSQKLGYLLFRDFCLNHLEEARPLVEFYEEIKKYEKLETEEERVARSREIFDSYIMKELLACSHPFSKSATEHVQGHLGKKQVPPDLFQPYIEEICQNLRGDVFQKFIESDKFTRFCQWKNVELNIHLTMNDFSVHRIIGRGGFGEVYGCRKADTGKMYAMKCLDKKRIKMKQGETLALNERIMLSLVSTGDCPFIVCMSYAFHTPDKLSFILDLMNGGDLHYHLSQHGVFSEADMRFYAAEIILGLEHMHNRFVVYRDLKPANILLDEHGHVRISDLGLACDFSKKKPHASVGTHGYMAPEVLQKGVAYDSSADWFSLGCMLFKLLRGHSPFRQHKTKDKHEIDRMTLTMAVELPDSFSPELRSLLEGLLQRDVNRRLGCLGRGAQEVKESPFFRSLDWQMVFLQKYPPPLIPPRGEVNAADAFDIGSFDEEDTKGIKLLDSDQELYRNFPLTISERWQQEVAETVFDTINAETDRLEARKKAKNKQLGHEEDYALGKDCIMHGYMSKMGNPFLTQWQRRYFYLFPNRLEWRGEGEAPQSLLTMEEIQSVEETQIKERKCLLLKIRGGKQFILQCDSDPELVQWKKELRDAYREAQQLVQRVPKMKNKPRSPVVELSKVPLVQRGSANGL
# Efflux pump mplx = antifungal efflux pump inhibition, Nile Red retention; hit rate 0.44% among 330,000; S. cerevisiae Candida pump triplex; inhibition, % at 10 µM;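 active means plate passing quality check with inhibition over a set limit, or well fluorescence over plate mean plus 4 SD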;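 further: Nile Red retained in pooled yeast measured as flow cytometry median fluorescence; 0% = buffer negative control and 100% = Enniatin B positive control; higher means more Nile Red kept so more efflux inhibition; some compounds called inactive have numbers as strong as hits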
# MCL1 BIM primary = disrupts human MCL1 binding to BIM-BH3 peptide. GST-MCL1 / FITC-Bim-BH3 fluorescence polarization. inhibition, % at 10.9 µM. hit rate 0.68% among 320,000. AID 2057;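 active means inhibition above the mean inhibition of all tested compounds plus 3 SD, set per campaign, cut at about 40% in these data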;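 further: 0% = DMSO wells and 100% = unlabeled Bim-BH3 peptide control; higher means more loss of mP so more displacement of Bim peptide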
# VLA-4 inh = inhibition in a human VLA-4 binding assay; VLA-4 expressing cells, ligand binding flow cytometry; inhibition, % (about 7 µM as worked out from the volumes in the protocol); hit rate 0.2% among 330,000; AID 2557; in the data active means inhibition above about 50%
# PME-1 inh = blocks human protein phosphatase methylesterase 1 | recombinant PME-1, FP-Rh probe fluorescence polarization | inhibition, % at 5.9 µM | hit rate 0.53% among 320,000 | AID 2130;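 active means inhibition above the campaign mean of all compounds plus 3 SD, cut at about 26% in these data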;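 further: competitive labeling of PME-1 active site by serine hydrolase directed probe; 0% = PME-1 with DMSO and 100% = wells lacking PME-1 enzyme; inhibitors block probe labeling so polarization falls and inhibition rises; many of its hits are not listed in these tables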
# Target sequence (Q9Y570 whole entry, looked up): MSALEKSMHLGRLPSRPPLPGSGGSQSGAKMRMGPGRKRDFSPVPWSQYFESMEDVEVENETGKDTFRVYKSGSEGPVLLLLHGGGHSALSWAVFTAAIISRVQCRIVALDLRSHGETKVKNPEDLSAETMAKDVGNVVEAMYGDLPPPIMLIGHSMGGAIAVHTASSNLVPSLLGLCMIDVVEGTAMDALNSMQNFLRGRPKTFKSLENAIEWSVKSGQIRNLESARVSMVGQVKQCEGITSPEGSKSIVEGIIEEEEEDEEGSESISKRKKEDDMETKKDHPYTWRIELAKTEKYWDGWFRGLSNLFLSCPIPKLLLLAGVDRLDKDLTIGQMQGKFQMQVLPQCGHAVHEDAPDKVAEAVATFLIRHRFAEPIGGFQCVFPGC
# GLD-1 RNA inh = GLD-1-TGE RNA interaction inhibition (C. elegans). Q17339. purified GLD-1 + fluorescein TGE RNA, fluorescence polarization. hit rate 0.44% among 320,000. inhibition, % at 5.96 µM;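 active means percent inhibition above a per-plate cutoff, the plate mean of test compounds plus 3 SD, cut at about 30% in these data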;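 further: 0% = DMSO wells with GLD-1 and probe and 100% = wells lacking GLD-1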
# Fam108B inh = Fam108B inhibition, counter-screen for RBBP9 inhibitors; recombinant Fam108B, FP-Rh probe fluorescence polarization; inhibition, % at 9.51 µM; hit rate 0.33% among 300,000;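 active means inhibition above the screen mean inhibition plus 3 SD, computed separately per campaign, cut at about 18% in these data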;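 further: inhibitors lower polarization as less probe binds the enzyme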
# An asterisk follows results filed as active; . = not tested or not shown. Not all compounds are listed; count on the stated rates, not on these rows.
SMILES,MEX-5 binding,Bcl-xL primary,GRK2 inh,Efflux pump mplx,MCL1 BIM primary,VLA-4 inh,PME-1 inh,GLD-1 RNA inh,Fam108B inh
CC(=O)Sc1nc(-c2ccccc2)[nH]c1S(=O)(=O)c1ccc(C)cc1,.,-2,0,-0.1,-12,-3,-6,4,0
CCOC(=O)CCc1c(C)nc(SCCN2CCCC2)c(C#N)c1C,-0.9,4,1,-0.1,6,7,-3,2,-6
CCOC(=O)N/N=C1\CCc2ccccc21,7.2,-2,0,0.1,-2,16,0,7,3
Cc1nc(SC(C(N)=O)c2ccccc2)c(C#N)c(C)c1C (stereo not drawn),-0.8,6,1,-0.1,5,14,0,3,-1
CCN(CC(=O)Nc1ccc(N2CCOCC2)cc1)Cc1nc2ccccc2c(=O)[nH]1,0.9,9,1,0.2,5,2,3,-1,0
O=C(c1ccc(NC(=O)C2(c3ccccc3)CCOCC2)cc1)N1CCOCC1,-2.7,5,0,0.1,-2,8,-7,-4,-3
COc1cccc(OCC(=O)Nc2c3c(nn2-c2ccccc2)CS(=O)(=O)C3)c1,0.2,13,1,0.5,6,-23,4,1,-4
Cc1ccc(S(=O)(=O)N2[C@@H](c3ccc(Br)cc3)C(C(=O)O)=CC[C@H]2c2cccc(C)c2)cc1,.,.,1,-0.3,.,42,.,1,.
Cc1ccc(-c2nn(C(C)(C)C)c3ncnc(NS(=O)(=O)c4ccc([N+](=O)[O-])cc4)c23)cc1,1.9,-1,0,-0.2,2,11,1,8,3
NC(=O)c1ccc(N=Cc2ccc([N+](=O)[O-])s2)cc1,.,2,12,0.1,3,-10,2,5,4

# 5 entries from above, set out differently:
# Results follow in this order: MEX-5 binding	Bcl-xL primary	GRK2 inh	Efflux pump mplx	MCL1 BIM primary	VLA-4 inh	PME-1 inh	GLD-1 RNA inh	Fam108B inh
- Cc1nc(SC(C(N)=O)c2ccccc2)c(C#N)c(C)c1C (stereo not drawn)
 : -0.8	6	1	-0.1	5	14	0	3	-1
- CCN(CC(=O)Nc1ccc(N2CCOCC2)cc1)Cc1nc2ccccc2c(=O)[nH]1
 : 0.9	9	1	0.2	5	2	3	-1	0
- O=C(c1ccc(NC(=O)C2(c3ccccc3)CCOCC2)cc1)N1CCOCC1
 : -2.7	5	0	0.1	-2	8	-7	-4	-3
- COc1cccc(OCC(=O)Nc2c3c(nn2-c2ccccc2)CS(=O)(=O)C3)c1
 : 0.2	13	1	0.5	6	-23	4	1	-4
- Cc1ccc(S(=O)(=O)N2[C@@H](c3ccc(Br)cc3)C(C(=O)O)=CC[C@H]2c2cccc(C)c2)cc1
 : .	.	1	-0.3	.	42	.	1	.

# (cont.)
SMILES,MEX-5 binding,Bcl-xL primary,GRK2 inh,Efflux pump mplx,MCL1 BIM primary,VLA-4 inh,PME-1 inh,GLD-1 RNA inh,Fam108B inh
CSCCC(NC(N)=O)C(=O)N(C)CC(=O)Nc1ccc(C)cc1 (stereo not drawn),-0.9,3,0,-0.1,-5,-11,1,7,1
COc1ccc2cc(-c3ccsc3)ncc2c1,.,-4,1,-0.3,6,6,1,-7,.
CCOc1ccc(N2C(=O)CC(SCC(=O)O)C2=O)cc1 (stereo not drawn),0.2,3,2,0.0,7,-2,-3,-2,2
Cc1ccccc1OCCn1cnc2cc([N+](=O)[O-])ccc2c1=O,-0.9,0,0,-0.1,-3,0,4,-7,-3
CCOC(=O)c1cnc2ccc(OCC)cc2c1N1CCN(c2ccccc2)CC1,3.1,-5,0,0.1,0,-11,0,3,-1
Cc1cc(Br)cc(Cl)c1OC(=O)c1cnccn1,2.9,2,5,-0.2,4,-1,-4,8,-3
CCN(CC)C(=O)c1ccccc1NS(C)(=O)=O,0.1,0,0,0.1,3,-17,-4,-2,6
O=C(CN1CCCC1)Nc1ccccc1Sc1ccc(Cl)cc1,0.8,5,0,-0.1,1,11,4,1,-2
COc1ccc(/C=N/N=C2/C(=O)Nc3ccccc32)cc1O,-1.5,11,0,0.0,6,-1,12,8,3
CCC(CC)C(=O)c1c[nH]c(C(=O)NCc2cccs2)c1,-0.7,-1,1,0.0,-3,-3,-7,8,-8

# The final three compounds of the part above open the next one.
SMILES,MEX-5 binding,Bcl-xL primary,GRK2 inh,Efflux pump mplx,MCL1 BIM primary,VLA-4 inh,PME-1 inh,GLD-1 RNA inh,Fam108B inh
O=C(CN1CCCC1)Nc1ccccc1Sc1ccc(Cl)cc1,0.8,5,0,-0.1,1,11,4,1,-2
COc1ccc(/C=N/N=C2/C(=O)Nc3ccccc32)cc1O,-1.5,11,0,0.0,6,-1,12,8,3
CCC(CC)C(=O)c1c[nH]c(C(=O)NCc2cccs2)c1,-0.7,-1,1,0.0,-3,-3,-7,8,-8
O=C1CCc2cc(S(=O)(=O)N3CCN(c4ccccc4F)CC3)ccc2N1,-0.9,1,1,-0.1,0,8,2,9,-2
O=C1c2oc3ccc(Cl)cc3c(=O)c2C(c2ccco2)N1CCN1CCOCC1 (stereo not drawn),-2.4,7,2,0.1,8,-7,1,12,5
C=CCn1c(CCCNC(=O)CCC)nc2ccccc21,-3.3,1,0,-0.1,3,-6,-1,-8,2
COc1ccc(C2CC(=O)C(C=NCCN3CCOCC3)=C(O)C2)cc1 (stereo not drawn),2.0,10,1,-0.1,16,-9,3,10,1
Cc1ccc(C(=O)N2CCN(C(=O)C3CCCO3)CC2)cc1 (stereo not drawn),.,4,1,-0.2,-1,3,-3,-12,.
O=C(N[C@@H](Cc1ccccc1)C(=O)N1CCN(S(=O)(=O)c2cccc(F)c2)CC1)c1ccco1,.,12,0,-0.1,4,-2,-1,10,.
O=C(NCCc1c[nH]c2ccccc12)C1CCC(=O)N(CCc2cccc(F)c2)C1 (stereo not drawn),-6.8,8,0,0.0,-3,17,-2,5,-2
CC1(O)CC(c2ccc(Cl)cc2)=NN1C(=O)c1ccc(Cl)cc1 (stereo not drawn),0.9,3,29,0.0,12,11,-1,0,4
CCN(CC(=O)NCc1cccs1)C(=O)c1cccc(S(=O)(=O)Nc2ccc(C)cc2)c1,-1.1,4,1,0.0,-2,9,-6,5,3
COc1ccc(Cl)cc1NC(=O)N1CCN(S(C)(=O)=O)CC1,0.5,11,0,0.0,12,2,3,3,2
CCOc1ccc(OCCOCCn2ccnc2)cc1,-0.1,-10,0,-0.1,-6,-7,3,-1,-1
COc1cccc(NC(=O)C(Cc2ccccc2)n2cccc2)c1 (stereo not drawn),1.1,-2,1,-0.1,1,3,6,-4,-5
CCO[C@@H]1c2c(ccc3ccc(=O)oc23)OC(C)(C)[C@H]1O,.,-2,0,0.0,8,-3,0,4,.
N=C1SC(c2ccccc2)C(=O)N1c1ncc(Cc2ccccc2Cl)s1 (stereo not drawn),-0.6,2,4,-0.1,10,-4,-5,-2,-1
c1ccc2c(c1)nc1n2CC2CON(C3CCCCC3)C12 (stereo not drawn),1.6,6,0,-0.3,5,-10,-1,-7,3
CC1(C)C2CCC1(C)C(NC(=O)CCN1CCCCC1)C2 (stereo not drawn),-0.5,0,0,0.0,9,-16,-4,3,0
O=C1CSC(=O)N1CCOCCN1C(=O)CSC1=O,-1.3,3,3,0.0,1,2,-2,2,-2
COC(=O)COc1ccc(/C=C2/NC(=O)N(CC(=O)OC)C2=O)cc1,0.0,2,0,0.0,-8,14,0,7,-10
O=C(Nc1ccc2c(c1)OCCO2)c1ccccc1F,-2.0,7,0,0.0,1,-6,-2,3,-4
N=c1c(S(=O)(=O)c2ccccc2)cc2c(=O)n3ccccc3nc2n1CCCN1CCOCC1,-1.6,18,3,0.1,12,0,-2,10,1
CCc1cccc(NC(=O)Cn2cc3c(n2)CCCC3)c1,1.8,0,1,0.0,-2,12,0,3,0
CC(=O)Nc1ccc(NC(=O)CCn2c(=O)oc3ccccc32)cc1,-1.2,8,0,-0.1,8,3,-1,6,2
CC(C)CN1CCC(=O)N([C@H](CN=[N+]=[N-])Cc2ccccc2)CC1,1.4,0,0,0.0,3,-212,-9,6,0
Cc1ccc(CN2CC(C(=O)NNC(=O)c3ccc(F)cc3)CC2=O)cc1 (stereo not drawn),.,1,4,-0.2,0,13,-2,5,.
N#CCn1cnc2sc(-c3ccccc3)cc2c1=O,1.4,19,1,0.0,19,5,2,-3,5
Cc1oc2cc3oc(=O)c(CCC(=O)NCCN4CCOCC4)c(C)c3cc2c1C,2.5,3,0,0.0,3,11,0,-5,-1
Nc1nc(SCC(=O)NCc2ccccc2Cl)[nH]c(=O)c1NC(=O)c1ccccc1F,3.6,-3,1,0.5,-6,-1,1,8,3
CCc1nc(Nc2ccc3c(c2)OCO3)c2oc3ccccc3c2n1,-4.0,7,0,0.0,8,25,31*,-6,3
CN(CC(=O)NCc1ccc2c(c1)OCO2)S(=O)(=O)c1ccc(F)cc1,-0.2,4,3,-0.2,-2,7,-3,4,0
CCS(=O)(=O)c1nc(S(=O)(=O)c2ccc(C)cc2)c(N2CCC3(CC2)OCCO3)s1,-2.1,3,3,-0.1,5,0,-9,5,-2
O=C(NCC1CC1)C1(C(F)(F)F)C/C(=C\Cc2ccccc2)CCCO1 (stereo not drawn),0.0,5,2,-0.1,3,39,-2,9,-7
O=C(NC(=S)N1CCOCC1)c1cn(-c2ccccc2)nc1-c1ccccc1,.,0,0,-0.2,-1,-1,-3,4,.
CNC(=O)c1ccc(-c2cc3onc(-c4ccccc4)c3c(=O)n2C)cc1,.,.,0,0.0,.,-1,.,9,.
CC(OC(=O)c1cc2sccc2n1C)C(=O)NCc1ccco1 (stereo not drawn),1.3,3,0,1.2,0,7,7,2,7
OC[C@H]1O[C@@H](n2cnc3c(Nc4ccccc4)ncnc32)[C@H](O)[C@@H]1O,0.3,8,3,0.1,5,3,-1,-1,-4
CN(C)Cc1c(C(=O)N/N=C/c2cccnc2)nnn1-c1nonc1N,-1.0,-1,0,-0.3,1,10,0,1,2
O=C(CCc1ccccc1)NNC(=O)COc1ccc([N+](=O)[O-])cc1,-0.1,4,0,-1.4,5,2,6,2,-3
CCn1c(SCC(=O)Nc2nc(C)c(C)s2)nc2cccnc21,-0.5,-3,1,-0.1,2,18,-2,3,1
COc1ccc(-n2ncc3c2CC(C)(C)CC3NC(=O)c2ccc(OC)o2)cc1 (stereo not drawn),-2.2,5,0,-0.1,-5,-115,-1,-5,3
O=S(=O)(Nc1ccccc1N1CCCCC1)c1ccc(Cl)s1,-4.9,7,3,-0.1,-5,6,1,2,0
O=C(O)CSc1nc2ccccc2s1,-0.7,-3,0,-0.1,-8,8,-6,7,3
COCCC(=O)Nc1ccc2c(c1)CN(C(=O)CSC)CC2,-2.1,3,0,-0.3,-1,-6,2,5,2
CCOc1ccccc1NC1=C(Cl)C(=O)N(Cc2ccccc2)C1=O,-0.5,2,3,0.0,1,10,-6,4,-1
COc1cc(/C=C/C(=O)OCC(=O)c2ccc(OC(F)F)cc2)ccc1O,.,.,1,-0.2,.,8,.,-3,.
COc1ccccc1C(=O)NCCC(=O)NCCC12CC3CC(CC(C3)C1)C2,5.2,2,0,-0.2,4,-14,4,0,-1
CCOC(=O)C1=C(C)Nc2nc(C)nn2C1c1ccc(C)cc1 (stereo not drawn),-0.6,3,0,0.2,0,10,2,-1,-4
Cc1ccc(S(=O)(=O)NC(=O)Nc2nccs2)cc1,-3.6,3,0,0.0,6,-3,2,-3,2
